Source: PubChem (National Center for Advancing Translational Sciences (NCATS))
AmpC inh det = inhibitors of E. coli AmpC beta-lactamase with detergent; P00811; purified AmpC, nitrocefin hydrolysis with detergent; Potency, µM (highest dose often 28.7 µM), without a hit: top-dose activity change, negative = inhibition; hit rate 0.09% among 71,000; active means well fitted curve in the direction sought with a large enough effect
Target sequence (P00811 whole entry, looked up): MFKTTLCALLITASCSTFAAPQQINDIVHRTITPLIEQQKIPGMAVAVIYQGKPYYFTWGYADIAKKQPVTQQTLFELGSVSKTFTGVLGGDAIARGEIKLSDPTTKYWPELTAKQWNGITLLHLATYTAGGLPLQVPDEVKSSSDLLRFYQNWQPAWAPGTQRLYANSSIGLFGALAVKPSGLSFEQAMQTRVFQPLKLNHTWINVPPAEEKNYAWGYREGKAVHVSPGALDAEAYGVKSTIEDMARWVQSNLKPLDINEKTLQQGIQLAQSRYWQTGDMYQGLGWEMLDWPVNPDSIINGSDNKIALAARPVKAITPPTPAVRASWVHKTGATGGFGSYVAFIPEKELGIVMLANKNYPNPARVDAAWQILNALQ
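E. coli AmpC (5.3 nM) in 20 mM phosphate pH 7.0 with 0.01% Triton X-100, preincubated 15 min RT with compound; nitrocefin (2 uL of 800 uM stock) hydrolysis followed by 480 nm absorbance every 20 s over 4 min.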
The depositor's hits bear a star; [ ] = dose if it differs, or a comment. On the % scale 0 is the no-effect control and ±100 the full control effect; potency means the concentration at half of the fitted maximal effect. Only part of the results is shown. The share of hits here may be higher or lower than overall.

structure,AmpC inh det
COc1ccc(C2CC(=O)c3cnc(NC(=O)c4cc(OC)cc(OC)c4)nc3C2)cc1 (centres undefined),-7%
O=C(CNC(=O)c1ccco1)OCN1C(=O)c2ccccc2C1=O,-3%
COC(=O)CNc1nc(C2CC2)nc2c1nnn2Cc1ccccc1Cl,14%
COc1cccc2cc(C(=O)OC3CCN(C)CC3)c(=O)oc12,13%
CCCc1cc(=O)n2[nH]c(C)cc2n1,-2%
CSc1ccccc1NC(=O)c1ccoc1C,-8%
Cc1ccc(CCNC(=O)C2CCCN(S(=O)(=O)c3c(C)noc3C)C2)cc1 (centres undefined),0%
CC(=O)c1c(O)n(C)c(=S)n(-c2ccccc2)c1=O,-1%
Clc1ccccc1OCc1nc(-c2ccncc2)no1,-5%
COc1cccc(NC(=O)Cc2c(O)c3ccccc3[nH]c2=O)c1,-2%
O=C(Cn1c(=S)nc2ccccn21)N1CCc2ccccc2C1,-4%
COc1ccc(NC(=O)N2CC3(CCN(C(=O)c4csnn4)CC3)C2)cc1,0%
CCOC(=O)Cc1csc(NC(=O)C(C)(C)C)n1,-3%
Cc1cc(C)nc(SCc2nnc(SCC(=O)NCc3ccco3)n2-c2ccccc2)n1,-4%
Cc1nc(N2CCC(C)CC2)c2c(C)c(C(=O)O)sc2n1,-1%
NC(=O)c1ccc(-n2nnnc2SCc2ccc(F)cc2)cc1,-2%
CCn1c(=O)cc(OCC(=O)N2CCCCCC2)c2ccccc21,-4%
CCn1c(-c2ccc(C(C)(C)C)cc2)n[nH]c1=S,0%
O=C(O)CCn1ccnc1-c1ccccc1,14%
O=C(Cn1ncc2c3ccccc3n(Cc3ccc(F)cc3)c2c1=O)N1CCC2(CC1)OCCO2,8%

The final 2 records of the section before are carried over, then new ones follow.
structure,AmpC inh det
O=C(O)CCn1ccnc1-c1ccccc1,14%
O=C(Cn1ncc2c3ccccc3n(Cc3ccc(F)cc3)c2c1=O)N1CCC2(CC1)OCCO2,8%
CC(NC(=O)COC(=O)CCNC(=O)c1ccco1)C12CC3CC(CC(C3)C1)C2 (centres undefined),6%
Cc1nnc2sc(-c3ccccn3)nn12,14%
CC(=O)N1[C@H](C)C=C[C@]1(Cc1ccccc1)C(=O)NCCc1c[nH]c2ccccc12,10%
CCOc1ccc(CN2CCC(C(=O)N3CCN(c4ccccc4F)CC3)CC2)cc1OC,-1%
COc1ccc(CCNC(=O)CCn2c(=O)[nH]c3cc(OC)c(OC)cc3c2=O)cc1OC,-1%
COc1cc([C@H]2c3cc4c(cc3[C@@H](O)[C@@H]3COC(=O)[C@H]23)OCO4)cc(OC)c1OC,-2%[12.8 µM]
NC1C2CN(c3nc4c(cc3F)c(=O)c(C(=O)O)cn4-c3ccc(F)cc3F)CC12 (centres undefined),-2%
CCOC(=O)c1cccc(NC(=O)CCS(=O)(=O)c2cccs2)c1,-4%
O=C1CCC(C(=O)OCC(=O)C23CC4CC(CC(C4)C2)C3)N1 (centres undefined),-3%
CC(C)CCOc1cccc(C2c3c(oc4ccccc4c3=O)C(=O)N2CCCN2CCOCC2)c1 (centres undefined),15%
Cc1cnc(CNc2nc(-c3cccnc3)nc3ccccc23)cn1,8%
Cc1nc2nc(CSc3nc4ccccc4s3)cc(=O)n2[nH]1,-7%
Cc1ccc(CCN2CC(C(=O)NCCCN3CCN(C)CC3)CC2=O)cc1 (centres undefined),20%
CCCC(=O)Nc1ccc(N2CCN(C(=O)c3ccccc3C)CC2)cc1,-7%
O=C(CN1C(=O)COc2ccccc21)Nc1ccc2c(c1)OCCO2,12%
Cc1nnc(SCc2ccccc2)n1N,0%
COc1ccc(S(=O)(=O)N2CCC(C(=O)Nc3ccc(OC)c(OC)c3)CC2)cc1C,-7%
O=C(c1ccco1)N1CCC2(CCCN(c3ccccc3)C2)CC1,3%
O=C1[C@@H]2C(Cc3ccc(O)cc3)NC3(C(=O)Nc4ccc(F)cc43)[C@@H]2C(=O)N1c1ccccc1 (some centres undefined),-3%
Cc1ccc(N2CC(C(=O)NCCc3ccc(S(N)(=O)=O)cc3)CC2=O)cc1 (centres undefined),-7%
O=C(O)c1cccc(SSc2cccc(C(=O)O)c2)c1,-1%[5.75 µM]
O=C1Nc2cc(C(=O)N3CCN(Cc4ccccc4)CC3)ccc2SC1N1CCOCC1 (centres undefined),-1%
NC(=O)C[C@@H]1N[C@]2(C(=O)Nc3ccccc32)[C@@H]2C(=O)N(C3CCCCC3)C(=O)[C@H]12,-3%
O=C(CSc1nn(-c2ccccc2)c(=S)s1)Nn1cnnc1,-1%
Cc1oc(-c2cccs2)nc1CS(=O)CC(=O)NCCCOC(C)C (centres undefined),-3%
COc1ccc(Cc2nnc(SCC(=O)NCC3CCCO3)o2)cc1 (centres undefined),-2%
COc1ccccc1OCC(=O)Nc1cccc(C(=O)N2CCOCC2)c1,-6%
COc1ccc(-c2cc(O)cc(O)c2)cc1,2%
Cc1ccc(CCN2CC(C(=O)NCc3ccco3)CC2=O)cc1 (centres undefined),-1%
CCOc1ccc(-n2nnnc2SCC(=O)c2ccccc2)cc1,0%
CCc1ccccc1NC(=O)CCc1nc(-c2ccc(C)cc2)no1,-4%
COc1ccc(NC(=O)c2ccc3c(c2)OCO3)cc1Cl,-17%
C=CCn1c(-c2ccoc2)n[nH]c1=S,-3%
Cc1ccc(C)c(N2CCN(S(=O)(=O)c3ccc4c(c3)CCC(=O)N4)CC2)c1,-4%
CC(C)(C)C(=O)COC(=O)c1cccc(NC(=O)c2ccco2)c1,-6%
N#CCCn1c(=O)c(-c2cc(F)cc(F)c2)nc2cnc(Nc3ccccc3)nc21,0%
O=C(NCc1cccc(C(F)(F)F)c1)C1CCCN(c2ncccn2)C1 (centres undefined),1%
CCOc1ccc2[nH]c(=O)c(CN(CCO)C(=O)CC)cc2c1,12%
Cc1ccc(NC(=O)c2ccc(OC(=O)c3ccco3)cc2)cc1,-6%
O=C(c1cc(S(=O)(=O)N2CCOCC2)ccc1F)N1CCN(Cc2ccccc2)CC1,-1%

CC(=O)c1ccc(NC(=O)N[C@@H](Cc2ccccc2)C(=O)O)cc1
  AmpC inh det: -2%
CCOC(=O)C(NC(C)=O)(Nc1ccc(S(=O)(=O)Nc2nccs2)cc1)C(F)(F)F (centres undefined)
  AmpC inh det: 0%
CCOc1ccccc1NC(=O)CN(c1ccc(OC)cc1)S(=O)(=O)c1c(C)noc1C
  AmpC inh det: -3%
CC(C)CC1NC(=O)N(CC(=O)N2CCN(S(=O)(=O)c3ccc4ccccc4c3)CC2)C1=O (centres undefined)
  AmpC inh det: -5%
Cc1nc(=O)c(-c2ccccc2)c(C)n1Cc1ccccc1
  AmpC inh det: -4%
C=CCNc1nc(Nc2ccc(OC)cc2OC)nc(OCC)n1
  AmpC inh det: -6%
CC(=O)Oc1c(Cl)c(N2CCOCC2)c(OC(C)=O)c2ccccc12
  AmpC inh det: 5%
O=C1CCC(C(=O)N(c2ccccc2)C2(C(=O)NC3CCCCC3)CCCCC2)N1 (centres undefined)
  AmpC inh det: -3%
O=C(CCCn1c(=O)[nH]c2ccccc2c1=O)N1CCN(c2ccccn2)CC1
  AmpC inh det: 12%
NC(=Nc1ccccc1)NC(=O)c1nc(Cl)c(N)nc1N
  AmpC inh det: -2%
c1cncc(CNc2cc(-c3ccoc3)ncn2)c1
  AmpC inh det: 9%
O=C(O)CCc1ccc(-c2cccs2)n1NC(=O)c1ccc(Cl)cc1
  AmpC inh det: -3%
COc1ccccc1CN1CCC2(CCNCC2)CC1
  AmpC inh det: 0%
O=C(CCNC(=O)Cn1cnc2ccccc2c1=O)NCCC1=CCCCC1
  AmpC inh det: 7%
O=C(O)c1ccc(COCC(F)(F)F)cc1
  AmpC inh det: -2%
CCN1CCCC1CNc1ncnc2c1[nH]c1ccc(Cl)cc12 (centres undefined)
  AmpC inh det: -1%
CC1(C)OC(=O)N(Cc2ccco2)C1(C)O (centres undefined)
  AmpC inh det: -4%
O=C(COc1ccccc1)N(Cc1cc2ccccc2[nH]c1=O)CC1CCCO1 (centres undefined)
  AmpC inh det: -2%
COCCn1nnnc1CN1CCN2CCCC2C1 (centres undefined)
  AmpC inh det: 0%
COc1cccc(-c2cncnc2NCc2ccccc2)c1
  AmpC inh det: 10µM*
COC(=O)c1c(C(=O)OC)c2n(c1C)CCC2
  AmpC inh det: 4%
COc1cc(C2CC(=O)C=C(O)C2)cc(OC)c1OC (centres undefined)
  AmpC inh det: 5%
Cc1ccc(Cl)cc1N1CCN(C(=O)C2CCCN(S(=O)(=O)c3cnc[nH]3)C2)CC1 (centres undefined)
  AmpC inh det: 4%
Cn1c(/N=C/c2cc(Cl)ccc2O)nc2ccccc21
  AmpC inh det: -4%
CC(=O)Oc1ccc(C)cc1N1C(=O)c2ccc(C(=O)O)cc2C1=O
  AmpC inh det: -3%

O=C(CCNS(=O)(=O)c1cccc2nsnc12)NCc1cccs1
  AmpC inh det: -3%
CCOC(=O)CN1CC23C=CC(O2)C(C(=O)NC2CCCC2)C3C1=O (centres undefined)
  AmpC inh det: 6%
CCOc1cc(-c2noc(N)c2C(=O)OC)cc(OCC)c1OCC
  AmpC inh det: -3%
COc1ccc(C2=NOC(C(=O)NC(C)C)C2)cc1 (centres undefined)
  AmpC inh det: 1%
COc1cccc(C(=O)N2CCN(C(=O)c3cccs3)CC2)c1OC
  AmpC inh det: -4%
COc1ccccc1CNC(=O)C1CCN(Cc2nc(-c3cccc(Cl)c3)oc2C)CC1
  AmpC inh det: -2%
OCc1cnc[nH]1
  AmpC inh det: -3%
CCOC(=O)c1sc(NC(=O)c2noc3c2CCCC3)c(C(=O)OCC)c1C
  AmpC inh det: 13%
COC(=O)c1ccc(C(NC(=O)OCc2ccccc2)/C(C)=C/[C@@H](C)C(=O)Nc2ccc(OC)cc2)cc1 (some centres undefined)
  AmpC inh det: 3%
COc1cccc(-n2c(Cc3cc(=O)[nH]c(=O)[nH]3)nnc2SCC(=O)Nc2ccccc2)c1
  AmpC inh det: 12%
CC(C)CN1CC2(CCN(C(=O)c3csnn3)CC2)C1
  AmpC inh det: -2%
O=C(CCNS(=O)(=O)c1ccccc1F)NCc1ccc2c(c1)OCO2
  AmpC inh det: 0%
CCOc1ccc(Nc2oc(-c3cccs3)nc2C#N)cc1
  AmpC inh det: -6%
O=C(c1ccc(NC2=NC3CS(=O)(=O)CC3S2)cc1)N1CCc2ccccc2C1 (centres undefined)
  AmpC inh det: 12%
CCC(=O)c1ccc(OCC(O)CN2CCN(S(=O)(=O)N3CCCCC3)CC2)cc1 (centres undefined)
  AmpC inh det: -5%
Cc1ccc(C)c(NC(=O)CCN2CCOCC2)c1
  AmpC inh det: -2%
C=CCc1cccc2cc(C(=O)N3CCN(C(=O)c4ccco4)CC3)c(=O)oc12
  AmpC inh det: -5%
CCOc1cc(S(=O)(=O)NCCc2cccc(C)c2)c(OCC)cc1-n1cnnn1
  AmpC inh det: 13%
O=C(COC(=O)c1cnccn1)c1ccc(OC(=O)c2ccccc2)cc1
  AmpC inh det: -2%
CCC(Sc1nc2c(cnn2-c2ccc(Cl)cc2)c(=O)[nH]1)C(=O)OC (centres undefined)
  AmpC inh det: 11%
COc1ccc2cc(C(c3nnnn3CC3CCCO3)N3CCOCC3)c(=O)[nH]c2c1 (centres undefined)
  AmpC inh det: -2%
CC=C(/C(=C/C)c1ccc(O)cc1)c1ccc(O)cc1
  AmpC inh det: -6%[12.8 µM]
Cc1csc(NC(=O)c2cccs2)n1
  AmpC inh det: -6%
COCCCNC(=O)Cn1ncc2ccsc2c1=O
  AmpC inh det: 10%
N#Cc1ccc(CN2CC[C@@]3(CCCN(C(=O)Oc4ccccc4)C3)C2)cc1
  AmpC inh det: -2%

4 structures from above, ordered by SMILES length, highest first:
COc1ccccc1CNC(=O)C1CCN(Cc2nc(-c3cccc(Cl)c3)oc2C)CC1
  AmpC inh det: -2%
CCOc1cc(S(=O)(=O)NCCc2cccc(C)c2)c(OCC)cc1-n1cnnn1
  AmpC inh det: 13%
CCOc1cc(-c2noc(N)c2C(=O)OC)cc(OCC)c1OCC
  AmpC inh det: -3%
COc1ccc(C2=NOC(C(=O)NC(C)C)C2)cc1 (centres undefined)
  AmpC inh det: 1%

Compounds shown so far containing a CF3 group, in the order listed:
O=C(NCc1cccc(C(F)(F)F)c1)C1CCCN(c2ncccn2)C1 (centres undefined)
  AmpC inh det: 1%
CCOC(=O)C(NC(C)=O)(Nc1ccc(S(=O)(=O)Nc2nccs2)cc1)C(F)(F)F (centres undefined)
  AmpC inh det: 0%
O=C(O)c1ccc(COCC(F)(F)F)cc1
  AmpC inh det: -2%

Next part.
Cc1ccc2c(c1)nnn2C1CCN(S(=O)(=O)c2ccc(C(=O)NC3CCCC3)cc2)CC1
  AmpC inh det: 0%
CSc1nc(N)nc(SCC(=O)c2ccccc2)c1C#N
  AmpC inh det: 1%
Cc1ccc(NC(=O)CCn2nc(C)cc2C)c(C)c1
  AmpC inh det: -3%
CCOC(=O)c1cc(=O)n2[nH]c(-c3ccc(C)cc3)cc2n1
  AmpC inh det: 3%
Cc1cccc(OC(=O)N2CCOCC2)c1
  AmpC inh det: 8%
O=C1CCCc2nc(N3CCc4ccccc43)ncc21
  AmpC inh det: -1%
CCOC(=O)c1nc(-c2ccc3c(c2)OCO3)[nH]c1C
  AmpC inh det: 7%
COc1ccc(N(CC(=O)Nc2ccc(OC)c(Cl)c2)S(=O)(=O)c2c(C)noc2C)cc1
  AmpC inh det: 2%
O=c1c[n+](CCCC[n+]2cc(=O)o[nH]2)[nH]o1
  AmpC inh det: -2%[5.75 µM]
CC(N)Cc1c[nH]c2cc3c(cc12)OCCO3 (centres undefined)
  AmpC inh det: -1%
CCc1cc2c(N[C@@H](C)C(=O)O)ncnc2s1
  AmpC inh det: 3%

Structures listed so far that have a tert-butyl group (three):
CCOC(=O)Cc1csc(NC(=O)C(C)(C)C)n1
  AmpC inh det: -3%
CCn1c(-c2ccc(C(C)(C)C)cc2)n[nH]c1=S
  AmpC inh det: 0%
CC(C)(C)C(=O)COC(=O)c1cccc(NC(=O)c2ccco2)c1
  AmpC inh det: -6%
